# From PubChem BioAssay
# mABHD4 FP = ABHD4 (mouse) inhibition, primary FP screen; Q8VD66; purified mABHD4, FP-Rh probe fluorescence polarization; inhibition, % at 8.92 µM; 0.54% of 370,000 active; AID 720543;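 active = inhibition exceeding the mean over every tested compound plus 3 SD, cut at about 30% in these data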;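 also: 0% = plate median of compound wells and 100% = S159A mutant with DMSO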
# Target sequence (Q8VD66 whole entry, looked up): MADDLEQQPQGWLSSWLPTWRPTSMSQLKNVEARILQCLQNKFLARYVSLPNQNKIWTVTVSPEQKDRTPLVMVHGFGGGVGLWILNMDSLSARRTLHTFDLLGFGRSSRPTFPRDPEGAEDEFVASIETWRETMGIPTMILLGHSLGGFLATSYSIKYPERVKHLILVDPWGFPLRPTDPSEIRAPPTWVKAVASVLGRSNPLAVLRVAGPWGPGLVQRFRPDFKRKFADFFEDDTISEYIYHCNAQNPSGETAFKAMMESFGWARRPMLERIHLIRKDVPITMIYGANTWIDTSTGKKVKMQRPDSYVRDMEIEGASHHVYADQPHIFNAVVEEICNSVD
#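 Assay system: mouse ABHD4 enzyme, wild type / Also added: fluorescent activity-based probe FP-Rh / Doses: single nominal dose of 8.92 µM, 0.89% DMSO final / Timing: 45 min compound pre-incubation plus 60 min probe step, 25 °C / Signal: FP readout, ex 525 nm / em 598 nm / Control set: S159A mutant/DMSO as 100%, compound-well median as 0%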
# TCR CD3 inh = human TCR-CD3 binding inhibition | TAMRA-labeled TCR probe fluorescence, biochemical | AID 651800 | 0.37% of 360,000 active | inhibition, % at 9.4 µM; in the data active = inhibition above about 19%;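 also: recombinant mutant TCR 2C K166C tagged with TAMRA read by polarization; 0% = receptor in buffer alone and 100% = receptor with positive control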
# DDE Tn7 FP inh = DD(E)-Tn7 binding inhibition, primary FP screen | inhibition, % at 8.3 µM | P02675 | 0.13% of 370,000 active | AID 720508 | FP displacement of FITC-Tn7 peptide from fibrin DD(E); 0% = median of compound wells per plate;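 active = inhibition above the mean of compounds falling within the control limits plus 3 SD of them, cut at about 14% in these data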;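 also: 0% = plate median of compound wells and 100% = 10 µM Aha-Tn7 peptide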
#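 system = human fibrin DD(E) protein | quantity = DD(E) 2 µM final | medium = Tris/NaCl/CaCl2 buffer, pH 7.8 | also added = labelled Tn7 tracer, 0.1 µM | compound dosing = single point at 8.3 µM | timing = compound with protein 10 min, then 3 h after probe, room temperature | signal = FP measurement | benchmarks = Aha-Tn7 high control | repeats = one replicate per compound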
# PRMT1 inh = PRMT1 (human) inhibition, primary screen | Q99873 | recombinant PRMT1, activity-based probe fluorescence polarization | inhibition, % at 2.79 µM | 1.3% of 370,000 active | AID 652257;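 active = inhibition above about 21% made by adding two undisclosed values, limit read from the data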
# Target sequence (Q99873 whole entry, looked up): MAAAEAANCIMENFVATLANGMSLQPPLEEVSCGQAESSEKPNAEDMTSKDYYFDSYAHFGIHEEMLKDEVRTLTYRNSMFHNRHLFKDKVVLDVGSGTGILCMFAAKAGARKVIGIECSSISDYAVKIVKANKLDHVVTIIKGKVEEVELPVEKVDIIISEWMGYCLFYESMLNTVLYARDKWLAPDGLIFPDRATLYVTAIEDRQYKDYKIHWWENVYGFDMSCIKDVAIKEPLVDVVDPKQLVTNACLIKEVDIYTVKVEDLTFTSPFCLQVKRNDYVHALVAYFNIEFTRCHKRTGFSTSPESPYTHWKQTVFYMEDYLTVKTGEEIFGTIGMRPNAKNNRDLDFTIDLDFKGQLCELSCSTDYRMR
# SIAE inh = blocks human sialic acid acetylesterase | Q9HAT2 | SIAE FP-Rh probe binding, fluorescence polarization | inhibition, % at 9.66 µM | 0.69% of 370,000 active | AID 1053197;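 active = inhibition above a cutoff: mean of compounds within the control limits plus 3 SD of those, cut at about 17% in these data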;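 also: 0% = plate median of compound wells and 100% = probe without SIAE protein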
# PG9 Ab binder = small molecules binding HIV-1 gp120 antibody PG9; TR-FRET gp120-PG9 antibody binding; inhibition, % at 6.7 µM; 0.43% of 360,000 active; in the data active = inhibition above about 8.5%
# TDP2 inh = TDP2 (human) inhibition, absorbance primary screen. O95551. recombinant TDP2, T5PNP hydrolysis, p-nitrophenol absorbance 415 nm. inhibition, % at 12.8 µM. 0.34% of 370,000 active;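 active = inhibition above the mean of all tested compounds plus 3 SD, set per campaign, cut at about 25% in these data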;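 also: 0% = DMSO with enzyme and 100% = buffer with substrate but no TDP2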
# Target sequence (O95551 whole entry, looked up): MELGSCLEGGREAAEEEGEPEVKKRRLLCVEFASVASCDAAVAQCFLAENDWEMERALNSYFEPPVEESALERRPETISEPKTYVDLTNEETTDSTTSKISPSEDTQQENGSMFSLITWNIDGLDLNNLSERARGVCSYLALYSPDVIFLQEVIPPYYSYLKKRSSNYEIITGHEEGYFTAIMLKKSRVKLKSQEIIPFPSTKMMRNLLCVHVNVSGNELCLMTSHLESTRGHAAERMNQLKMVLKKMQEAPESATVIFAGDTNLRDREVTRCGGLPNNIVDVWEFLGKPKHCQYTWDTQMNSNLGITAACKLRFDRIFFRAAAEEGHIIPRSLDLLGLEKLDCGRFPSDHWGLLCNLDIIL
#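 Evaluation: % inhibition relative to enzyme-containing and enzyme-free wells. Material: recombinant human TDP2. Benchmarks: enzyme-free and DMSO wells. Timing: enzyme reaction with compound for 2 h at 37 °C. Compound dosing: 12.8 µM only. Measured by: p-Nitrophenol epi absorbance. Reagent: T5PNP substrate at 5 mM, a TopII-DNA adduct mimic. Replication: single well per compound.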
# HTRA1 inhibitor = HTRA1 (human) protease inhibition; Q92743; recombinant HTRA1, FP-rhodamine activity-based probe, fluorescence polarization; inhibition, % at 5.96 µM; 0.5% of 340,000 active; AID 504803; in the data active = inhibition above about 36%;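 also: 0% = enzyme with DMSO and 100% = wells lacking enzyme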
# LEDGF integ inh = blocks HIV-1 LEDGF/p75-dependent DNA integration; TR-FRET IN-LEDGF/p75 DNA integration, Eu/Cy5; inhibition, % at 3.7 µM; 0.64% of 370,000 active; AID 743269;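 active = inhibition above the screen-wide mean plus 3 SD, cut at about 13% in these data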;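 also: signal is the Cy5 over europium emission ratio at 671 and 618 nm; 0% = plate median of compound wells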
# UHRF1 MBD2 ctr = UHRF1 methyl-DNA binding inhibition. inhibition, % at 4.4 µM. UHRF1 binding to methylated oligo, TR-FRET. 0.75% of 370,000 active. Q96T88. AID 687016; in the data active = inhibition above about 21%;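 also: UHRF1 SRA domain binding a hemimethylated CpG hairpin DNA probe; 0% = median of test compound wells and 100% = reference inhibitor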
# The depositor's hits bear a star; · = no result given.
SMILES,mABHD4 FP,TCR CD3 inh,DDE Tn7 FP inh,PRMT1 inh,SIAE inh,PG9 Ab binder,TDP2 inh,HTRA1 inhibitor,LEDGF integ inh,UHRF1 MBD2 ctr
Cc1ccc2c(Cl)c(C(=O)Nc3cc(C)on3)sc2c1,4,4,4,0,-5,-0.9,11,-8,3,3
CC(C)NC(=O)c1cc(C2CCCCN2S(=O)(=O)c2ccccc2)on1 (centres undefined),0,1,8,3,-1,1.5,2,·,4,19
CN1C(=S)N(c2cccnc2)C(=O)/C1=C\c1ccc(C(C)(C)C)cc1,0,8,6,-2,0,1.5,-5,-19,0,0
Cc1ccc(C(C(=O)Nc2ccc3c(c2)OCO3)N(C)C(=O)/C=C\c2ccc3c(c2)OCO3)cc1 (centres undefined),-22,3,-7,-1,-6,-2.8,4,-38,1,-4
O=C(Nc1cccc(C(F)(F)F)c1)c1cc2c(=O)c3ccccc3oc2nc1C(F)(F)F,1,10,-2,0,-3,0.4,7,-6,0,-3
Cc1ccc(NC(NC(=O)Cc2ccccc2)C(Cl)(Cl)Cl)cc1 (centres undefined),-4,3,6,-1,-1,-0.9,-4,-14,-7,5
COc1ccccc1N1CCN(Cc2cc3c(cc2O)OCO3)CC1,5,0,-1,6,10,1.5,18,6,-1,1
CCNS(=O)(=O)c1ccc(CCC(=O)NCc2ccc(C)cc2)cc1,1,4,-3,-1,3,-1.2,-8,-6,-2,-3
COc1ccc(CCNC(=O)c2cc(S(=O)(=O)N(C)c3ccccc3)ccc2Cl)cc1,-4,0,-3,0,-11,0.7,3,-6,-2,1
Clc1cc(CSc2ccccc2)nc(-c2ccccc2)n1,-16,-5,-6,3,-3,0.7,-4,0,4,6
CC1CCN(c2oc(Cc3cccc4ccccc34)nc2C#N)CC1,-4,3,6,2,-4,-0.9,-1,-21,0,-1
CN(C(=O)c1ccccn1)c1nnc(-c2cnccn2)s1,-3,4,0,0,2,0.0,7,0,1,4
CC#CC(=O)N1CCC(C(=O)Nc2ccc(Oc3ccccc3)nc2)CC1,-8,-3,0,-1,-9,-0.6,-15,7,7,3
COc1ccc(CN2CCN(CCSc3ccc(C)cc3)CC2)c(OC)c1OC,17,3,-9,1,5,-2.2,4,1,3,-2
O=S(=O)(Nc1ccc(N2CCOCC2)cc1)c1c(F)cc(F)cc1Br,13,4,-2,3,6,-1.9,15,8,1,-3
CC(C)(C)c1ccc(/C=N/N2C(=O)CSC2=S)cc1,-1,7,-2,3,-3,-2.2,-11,2,1,-1
Nc1nc(COC(=O)c2ccco2)nc(Nc2ccccc2)n1,-1,-6,3,2,1,0.1,-6,-2,-4,3
Cc1cccc(N(Cc2ccccc2)C(=O)c2ccc(F)c(S(=O)(=O)N3CCOCC3)c2)c1,-4,2,3,-1,4,0.1,-7,-17,3,-4
O=C(c1ccc(Cl)cc1)c1ccc(OCC(=O)N2CCOCC2)cc1,7,7,5,1,-6,-1.2,-2,-2,-4,0
CCOC(=O)c1cnn2c(C(F)(F)F)cc(-c3ccco3)nc12,0,5,1,-2,-2,2.1,-5,-3,0,-4
COCCNC(=S)c1ccc(Br)cc1,-3,4,3,36*,5,0.8,-2,4,0,0
NC(=O)c1ncc(C(F)(F)F)cc1Oc1ccc(F)cc1,-6,-2,-5,0,1,0.9,-6,5,3,4
CCOC(=O)C1(Cc2ccccc2)CCCN(Cc2ccncc2)C1 (centres undefined),-4,3,-6,-7,0,-0.5,-6,2,5,3
O=C(NCCN1CCC(Cc2ccccc2)CC1)C1CCCN(S(=O)(=O)c2cnc[nH]2)C1 (centres undefined),-1,-2,-3,-4,2,-0.7,-5,2,-1,-2
Cn1cc(C(=O)c2ccc(Cl)cc2Cl)cc1C(=O)O,3,5,-5,2,1,1.0,-5,8,-1,1
SMILES,mABHD4 FP,TCR CD3 inh,DDE Tn7 FP inh,PRMT1 inh,SIAE inh,PG9 Ab binder,TDP2 inh,HTRA1 inhibitor,LEDGF integ inh,UHRF1 MBD2 ctr
CCOc1ccc(C(C)=O)cc1CSc1nc(C)cc(C)n1,-3,2,2,3,-4,0.1,7,-10,-1,-1
O=C(Nc1nccc(-c2cccs2)n1)c1ccccc1Cl,-15,-4,-8,1,-5,-1.4,-11,-3,-3,3
CN(C1=NC(=O)C(CC(=O)O)S1)c1ccc(O)cc1 (centres undefined),-1,5,-3,0,-5,-3.5,-6,10,1,-1
O=C1C(Cl)=C(NCC2CCCO2)C(=O)N1C1CCCCC1 (centres undefined),2,6,1,1,4,1.9,-6,-2,-3,8
O=C(NNc1ccccc1)/C(=C\c1cccnc1)NC(=O)c1ccccc1,1,6,-3,1,6,-1.6,6,11,5,-2
N#Cc1ccccc1OCC(O)CS(=O)(=O)c1ccccc1 (centres undefined),-1,1,4,-2,0,1.6,9,0,-2,0
CC(=O)c1ccc(OCCCC(=O)OCC(=O)Nc2c(C)nn(-c3ccccc3)c2C)cc1,11,-2,0,0,2,-0.7,11,5,-5,0
Cc1nc(NC(=O)c2ccco2)sc1-c1csc(Nc2ccc(Cl)cc2Cl)n1,4,-8,0,0,1,-0.3,-6,-16,-2,-2
O=C(COc1c(Cl)cccc1Cl)NN1C(=O)CSC1=S,-30,6,4,6,-10,-0.9,-4,-4,-3,3
Cc1ccc(C)c(CNS(=O)(=O)c2c(C)[nH]c(C)c2C(=O)N2CCCC2)c1,1,1,4,0,11,1.5,-1,1,-1,-3
COc1cc(S(=O)(=O)N2CCC(c3nc4ccccc4s3)CC2)ccc1S(=O)(=O)N1CC(C)CC(C)C1 (centres undefined),1,-5,-1,8,-2,1.4,9,-6,0,10
O=C(COc1cccc(Br)c1)N/N=C/C(=O)c1ccccc1,-11,7,4,-2,-6,-2.9,-12,-20,0,0
O=[N+]([O-])c1ccc(/C=C/C2=NN(c3ccccc3)C(c3ccco3)C2)o1 (centres undefined),-75,-69,0,14,-95,-0.6,-2,-62,6,5
COC(CNc1ncnc2sc(-c3ccccc3)cc12)OC,-1,4,-2,-1,-10,-1.3,-11,-25,4,-2
Cc1cc(NC(=O)CC(C)(C)C)nc2c1c(=O)oc1ccccc12,1,-7,-3,3,-6,-0.3,0,-5,2,3
O=c1oc2cc(OCc3nn[nH]n3)ccc2c2c1CCCC2,-7,9,-7,1,-1,-1.2,3,5,0,-2
NS(=O)(=O)c1ccc(N2N=C(c3ccccc3)CC2c2ccc(F)cc2)cc1 (centres undefined),-35,-3,1,-4,2,3.6,-2,-23,-1,-2
Cc1cc(=O)oc2c3c(cc(OCC(=O)NC(C)C)c12)OC(C)(C)CC3,6,-2,0,0,1,0.3,-11,-4,-4,4
Cc1ccnc(NC(=O)c2cc(S(=O)(=O)N3CCCCC3)ccc2Cl)c1,13,1,2,1,-4,1.5,3,2,2,2
C=CCn1c(=O)c(C(=O)NC2CC2)c(O)c2cc(OC)c(OC)cc21,-6,1,10,2,0,5.9,1,-6,-5,0
CC(=O)N(c1ccccc1)c1nc(/C=C/C(=O)Nc2c(C)cc(C)cc2C)cs1,3,-1,1,-1,1,0.2,-4,-3,-2,99*
CN1C(=O)N(C)C2(c3ccccc3)NC(=O)NC12c1ccccc1 (centres undefined),0,7,-4,-2,-4,-1.4,-1,-10,0,0
Cc1ccc(C(=O)OCC(=O)NC(=O)c2cccn2C)cc1[N+](=O)[O-],3,10,-3,3,1,-1.5,10,2,-1,-2
CCn1c(Cl)c(C=O)s/c1=N\S(=O)(=O)c1ccccc1,-4,-6,0,49*,-4,0.3,-1,-29,2,1
CC(C)C(C(=O)Nc1nccs1)c1ccccc1 (centres undefined),-5,3,-10,-1,-3,1.4,1,-4,-1,1

# Reprinted at random: 3 compounds from above
SMILES,mABHD4 FP,TCR CD3 inh,DDE Tn7 FP inh,PRMT1 inh,SIAE inh,PG9 Ab binder,TDP2 inh,HTRA1 inhibitor,LEDGF integ inh,UHRF1 MBD2 ctr
O=C1C(Cl)=C(NCC2CCCO2)C(=O)N1C1CCCCC1 (centres undefined),2,6,1,1,4,1.9,-6,-2,-3,8
C=CCn1c(=O)c(C(=O)NC2CC2)c(O)c2cc(OC)c(OC)cc21,-6,1,10,2,0,5.9,1,-6,-5,0
NS(=O)(=O)c1ccc(N2N=C(c3ccccc3)CC2c2ccc(F)cc2)cc1 (centres undefined),-35,-3,1,-4,2,3.6,-2,-23,-1,-2

# Next results follow.
SMILES,mABHD4 FP,TCR CD3 inh,DDE Tn7 FP inh,PRMT1 inh,SIAE inh,PG9 Ab binder,TDP2 inh,HTRA1 inhibitor,LEDGF integ inh,UHRF1 MBD2 ctr
CC1CCC2(CC1)NC(=O)N(CC(=O)NCc1ccc3c(c1)OCO3)C2=O (centres undefined),5,2,4,2,0,-0.4,-1,4,-5,1
O=C(NCCc1ccccc1)C1CCN(S(=O)(=O)N2CCC3(CC2)OCCO3)CC1,4,-10,-1,-2,5,1.8,5,5,-1,-1
Cc1noc(C)c1S(=O)(=O)N(CC(=O)NC(C)c1ccccc1)c1ccc(C(C)C)cc1 (centres undefined),1,0,0,0,1,-1.3,4,-3,-1,-2
Cc1nc2ccccc2n1CC(O)Cn1c2ccccc2c2ccccc21 (centres undefined),-2,-10,-3,0,-1,2.2,2,-14,-1,6
Cc1ccc(Nc2nnc(SC3CCOC3=O)s2)cc1 (centres undefined),20,-1,2,1,-3,-1.8,2,1,1,1
COc1ccc(NC(=O)Cn2nc(C(F)(F)F)c3c2CCCC3)c(OC)c1,5,2,-3,-4,3,-2.6,-9,-9,-1,-2
COC(=O)[C@]1(C)N[C@H](c2ccc(SC3CCCCC3)c(OC)c2)[C@@H]2C(=O)N(C)C(=O)[C@@H]21,8,3,-4,-1,0,3.9,-11,-3,0,1
CC1(C)CC(=O)N(CC(=O)NCc2ccccc2)c2ccccc2S1(=O)=O,-4,-4,3,3,2,-1.2,2,-4,-2,2
O=C(Nc1ccc(Cl)cc1)N1CCSCC1,-1,4,2,-2,-3,-0.1,-1,-5,0,-3
CC(C)(Oc1ccc(Cl)cc1)C(=O)NC1CCN(Cc2ccccc2)CC1,4,-8,0,0,2,-1.1,5,-4,-1,-2
NS(=O)(=O)c1ccc(N/N=C/c2cn(-c3ccccc3)nc2-c2cccs2)cc1,-14,-2,14*,2,23*,-1.7,0,-20,1,1
O=C(Nc1ccccc1Cl)c1cc(C2CCCN(C(=O)c3ccccc3)C2)on1 (centres undefined),-4,1,-4,1,0,-1.9,-4,·,-1,-2
CSc1nc(=S)cc(C)[nH]1,7,8,5,83*,6,-1.6,6,-4,-1,1
Cc1ccccc1CN1CCC(n2nccc2NC(=O)c2cccnc2)CC1,-3,-10,-2,2,7,1.5,-1,0,-2,0
CCn1nc(NS(=O)(=O)c2ccc(F)cc2)c2cc3cccc(C)c3nc21,5,2,3,2,9,0.4,2,2,-2,0
